MC4R antag cAMP – antagonists of human melanocortin 4 receptor (MC4R); MC4R-expressing cells, MTII-stimulated cAMP, LANCE TR-FRET; inhibition, % at 6.5 µM; 360,000 tested, 0.48% active; P32245;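 active = inhibition above its plate's cutoff, the mean of tested wells on that plate plus 3 SD, cut at about 29% in these data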;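 note: 0% = Melanotan II alone and 100% = Melanotan II plus saturating MCL0020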
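System: U2OS cells stably expressing human melanocortin 4 receptor (MC4R). Reagent: Melanotan II challenge after compound preincubation. Doses: 6.5 µM. Times: 30-min compound, 1-h challenge, 1-h detection, room temperature. Measured by: TR-FRET with Eu-cAMP and labeled anti-cAMP, 671 nm. Replicates: singlicate.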
Granule exo inh – lytic granule exocytosis inhibition | inhibition, % at 10 µM | 360,000 tested, 0.66% active | TALL-104 LAMP-1 surface exposure, flow cytometry; cells stimulated with thapsigargin and PMA;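 active = inhibition above about 55%, limit read from the data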
N-glyco inh – N-linked glycosylation inhibition; 360,000 tested, 0.23% active; AID 588692; D54 ERlucT glycosylation luciferase reporter, 24 h; percent of 100 nM tunicamycin response; reporter increase, % at 12.5 µM;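 active = mean luciferase reporter signal, scaled so untreated is 0 and the glycosylation-blocking control 100, at or above a set limit in every replicate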;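 note: luciferase carries N-glycosylation sites so blocking glycosylation raises the light; 0% = median of neutral control wells and 100% = median of 100 nM tunicamycin wells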
ABCB6 inh MLPCN – blocks the human ABCB6 transporter; K562-ABCB6 porphyrin accumulation, flow cytometry, 1 h; hits give low values; 360,000 tested, 0.19% active; fluorescence ratio to DMSO, % at 10 µM;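 active = fluorescence ratio to DMSO below 75%, the collection mean minus 3 SD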;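 note: signal is porphyrin accumulated inside mitochondria; 100% equals median channel fluorescence of DMSO control wells; lower ratio means ABCB6 inhibition with less porphyrin fluorescence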
MC4R barr agon – human MC4R agonism via beta-arrestin | U2OS MC4R beta-arrestin complementation, luminescence; percent of melanotan II response, DMSO zero | activation, % at 8.9 µM | 360,000 tested, 0.98% active;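 active = activation above a per-plate cutoff, the mean activation of sample wells on that plate plus 3 SD, cut at about 8% in these data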
ABHD5 PLIN5 PPI – blocks binding of human ABHD5 to perilipin-5 | Q00G26+Q8WTS1 | Split G. princeps luciferase complementation, luminescence, 4 h | inhibition, % at 4 µM | 360,000 tested, 0.78% active | AID 602281;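 active = inhibition above the mean inhibition across every tested compound plus 3 SD, cut at about 22% in these data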;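 note: 0% = DMSO only wells and the 100% control is not disclosed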
Vif inh – blocks HIV Vif function; inhibition, % at 7.49 µM; HEK293T cells, Vif self-association by quenched fluorescence, imaging, 24 h; 340,000 tested, 0.35% active; AID 602346; in the data active = inhibition above about 50%, passing the limit was not always enough; note: some results filed as inactive read as strong as hits
TLR9-MyD88 inh – blocks human TLR9 binding to MyD88. Q9NR96+Q99836. CHO BLA complementation TLR9-MyD88, CCF4 FRET ratio. inhibition, % at 4.98 µM. 340,000 tested, 0.21% active. AID 504734;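 active = inhibition above the mean over all tested compounds plus 3 SD, cut at about 21% in these data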;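 note: 0% = DMSO only wells and 100% = clavulanate BLA inhibitor control wells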
Target sequence (Q99836 whole entry, looked up): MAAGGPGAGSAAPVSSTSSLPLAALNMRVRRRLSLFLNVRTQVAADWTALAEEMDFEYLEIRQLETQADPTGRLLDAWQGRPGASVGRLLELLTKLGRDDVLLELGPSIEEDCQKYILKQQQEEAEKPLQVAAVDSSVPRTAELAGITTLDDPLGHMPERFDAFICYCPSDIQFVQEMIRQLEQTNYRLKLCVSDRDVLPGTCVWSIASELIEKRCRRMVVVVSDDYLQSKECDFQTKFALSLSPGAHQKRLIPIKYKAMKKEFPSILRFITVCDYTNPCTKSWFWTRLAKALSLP
Target sequence (Q9NR96 whole entry, looked up): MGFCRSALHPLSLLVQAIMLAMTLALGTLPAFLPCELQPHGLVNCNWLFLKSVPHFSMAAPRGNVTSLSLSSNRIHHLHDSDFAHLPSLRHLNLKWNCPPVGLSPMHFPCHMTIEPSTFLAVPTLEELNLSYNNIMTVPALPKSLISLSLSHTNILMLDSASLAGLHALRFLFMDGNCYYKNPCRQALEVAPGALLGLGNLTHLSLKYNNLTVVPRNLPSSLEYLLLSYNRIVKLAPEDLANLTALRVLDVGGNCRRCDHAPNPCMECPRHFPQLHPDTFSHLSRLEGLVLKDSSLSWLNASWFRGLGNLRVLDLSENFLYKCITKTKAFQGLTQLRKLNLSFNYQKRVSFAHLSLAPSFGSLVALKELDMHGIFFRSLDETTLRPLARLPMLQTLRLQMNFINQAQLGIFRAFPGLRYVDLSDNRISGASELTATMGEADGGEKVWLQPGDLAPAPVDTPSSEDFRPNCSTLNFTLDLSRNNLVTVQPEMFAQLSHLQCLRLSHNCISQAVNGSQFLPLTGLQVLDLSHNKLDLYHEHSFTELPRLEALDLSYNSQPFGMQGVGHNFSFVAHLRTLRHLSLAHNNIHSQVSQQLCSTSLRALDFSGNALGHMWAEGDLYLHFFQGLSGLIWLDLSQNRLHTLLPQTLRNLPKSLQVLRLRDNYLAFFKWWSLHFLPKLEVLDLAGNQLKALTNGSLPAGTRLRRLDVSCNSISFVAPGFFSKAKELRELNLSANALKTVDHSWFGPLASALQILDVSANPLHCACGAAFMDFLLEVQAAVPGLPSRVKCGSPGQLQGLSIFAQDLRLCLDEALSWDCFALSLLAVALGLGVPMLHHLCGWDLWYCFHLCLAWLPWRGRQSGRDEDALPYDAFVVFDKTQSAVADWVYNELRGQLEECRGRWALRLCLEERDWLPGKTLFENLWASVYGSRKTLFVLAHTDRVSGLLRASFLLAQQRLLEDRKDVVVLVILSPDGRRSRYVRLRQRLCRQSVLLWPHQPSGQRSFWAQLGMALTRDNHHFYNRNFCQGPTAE
aDG glyco act – increases alpha dystroglycan glycosylation; Pro5-aDG cells, alpha-DG glycosylation AlphaScreen (IIH6); 0% Pro5, 100% B10-LARGE cell signal; 360,000 tested, 0.22% active; activation, % at 10 µM;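 active = activation of at least 8% versus controls, or a plate z-score of at least 8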;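 note: Pro5 are CHO cells carrying HIG-tagged alpha-DG that lacks glycosylation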
NOD2-RIPK2 inh – NOD2-RIPK2 protein interaction inhibition | O43353 | CHO BLA complementation NOD2-RIPK2, CCF4 ratio | inhibition, % at 4.98 µM | 360,000 tested, 0.38% active; in the data active = inhibition above about 21%;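 note: 0% = vehicle only and 100% = reference blocker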
Numbers without * were called inactive; · = not tested or not shown. Some of the compounds tested; the hit share may differ from the screen's.

MC4R antag cAMP	Granule exo inh	N-glyco inh	ABCB6 inh MLPCN	MC4R barr agon	ABHD5 PLIN5 PPI	Vif inh	TLR9-MyD88 inh	aDG glyco act	NOD2-RIPK2 inh	Molecule
10	1	1	109	0.4	3	-2	-15	0.3	-19	CC(=O)N1c2ccc(S(=O)(=O)NCCC(=O)NC3CCCC(C)C3C)cc2CC1C (configuration not stated)
8	24	-1	72*	3.8	-13	0	10	-0.1	-7	Cc1ccc2nc(NC(=O)CCn3c(=O)sc4ccccc43)sc2c1
-5	-1	0	98	-1.4	3	4	-8	0.1	-9	O=[n+]1cc(-c2cccc3ccccc23)n([O-])c2c1CCC2
6	4	-1	100	-4.1	0	12	-9	-0.1	-10	CCOc1ccccc1NC(=O)C(OC(=O)c1cnccn1)c1ccccc1 (configuration not stated)
1	18	0	102	-1.0	-4	19	-2	-0.1	-2	COc1ccc(S(=O)(=O)NCC(=O)N(CC(=O)NCc2ccccc2)Cc2ccco2)cc1
-5	13	-2	97	0.5	-2	17	2	-0.1	-1	COc1ccc(N(CC(=O)NCc2ccco2)S(=O)(=O)c2ccc(C)cc2)cc1OC
1	76*	3	100	-4.2	8	-6	0	0.1	-7	O=C(/C=C/c1ccccc1)NCC(=O)N/N=C/c1ccco1
-9	-2	2	101	-3.7	4	2	2	0.2	-3	CCNC(=S)N=Nc1c(O)n(Cc2ccc(Cl)cc2)c2ccccc12
-17	-1	1	108	-0.9	5	·	-6	0.9	5	Cc1nn(-c2ccccc2)c(N)c1N=Nc1cccnc1
3	4	1	104	-0.2	3	-3	-3	0.0	-3	COc1cc2c(cc1OC)C(C(=O)Nc1cc(C)c(OC)c(C)c1)CC(=O)N2 (configuration not stated)
4	-3	1	90	0.0	1	28	10	-0.1	-11	COc1ccc(N2C(=O)CC(N3CCN(S(=O)(=O)c4cc(C)ccc4C)CC3)C2=O)cc1 (configuration not stated)
-3	-3	0	88	-2.6	2	·	1	-0.1	-5	O=C1OC(c2ccccc2)c2ccccc21 (configuration not stated)
10	-3	6	103	-1.3	-4	2	-7	-0.2	-4	COc1ccc(C)cc1NC(=O)CN(C)S(=O)(=O)c1ccc2c(c1)n(C)c(=O)c(=O)n2C
3	-9	0	103	-1.3	1	-8	·	-0.4	-13	CSCCNC(=O)C1(C)CCN1C(=O)c1sccc1C (configuration not stated)
-3	0	0	90	-2.0	3	-10	2	0.2	-10	Oc1ccccc1C1=Nc2ncnn2C(c2ccccc2)C1 (configuration not stated)
-1	1	-2	100	0.1	-1	3	1	0.0	2	Oc1ccccc1Cn1nnc2ccccc21
13	0	2	102	0.5	11	-7	·	-0.1	1	CCc1nc2c(OCc3cc(Cl)cc(Cl)c3)cccn2c1N(C)C(=O)c1cccc(OC)c1
0	1	0	97	-0.6	6	·	-7	1.4	-3	COc1ccc2cc3cc(C(=O)NCCN4CCN(c5ccccc5F)CC4)oc3nc2c1
11	-1	-1	98	-2.5	2	2	-1	0.1	7	Clc1nc(CN2CCOCC2)nc2sc3c(c12)CCC3
7	-2	2	99	-0.5	0	3	-11	0.1	-1	CN(CCNC(=O)C1CC(=O)N(C2CCCC2)C1)Cc1ccccc1 (configuration not stated)
3	8	1	97	-1.0	9	-3	-5	0.2	-2	Cc1cn(CC(=O)NCc2ccccc2)c(=O)[nH]c1=O
4	-2	2	96	0.9	6	2	3	-0.3	5	N/C(COc1ncn(-c2ccccc2)n1)=N\S(=O)(=O)c1ccccc1
10	0	0	101	-1.8	1	·	0	0.1	-6	Cc1nccn1CC(O)COc1ccccc1 (configuration not stated)
9	1	-2	84	-3.5	6	-17	2	2.0	11	Cc1ccc(-n2nc3c(=O)n(C(C)C(=O)NCCCc4ccccc4)nc(C)c3c2C)cc1 (configuration not stated)
-3	-2	0	91	0.3	-6	-8	-4	0.1	2	Cc1ccc(S(=O)(=O)NC(=O)COc2ccc(Cl)cc2Cl)cc1
5	13	-1	101	1.7	-6	14	1	0.2	-4	O=S(=O)(CCSc1nc2ccccc2o1)Cc1ccccc1
3	-1	13	95	-1.4	-2	7	4	0.0	6	CC(C)N(C(=O)[C@H]1C[C@H](CC(=O)NCc2ccco2)C(=O)N2CCc3c([nH]c4cc(CCC(=O)N(C)C)ccc34)[C@]12C)C(C)C
0	-8	-2	96	-2.1	1	0	-2	0.4	-4	Cc1cc(CNC(=O)c2cccc([N+](=O)[O-])c2)c2ccccc2n1
-2	-1	1	105	2.1	6	5	2	-0.2	-10	COc1ccc(S(=O)(=O)N2CCN(C(=O)c3ccco3)CC2)cc1OC
-2	-24	0	98	5.2	-3	-1	-3	0.2	-5	NC(=NC(=O)c1ccc(OCC(F)(F)F)nc1)c1ccc(Cl)cc1

As a working copy, some entries already given.
MC4R antag cAMP	Granule exo inh	N-glyco inh	ABCB6 inh MLPCN	MC4R barr agon	ABHD5 PLIN5 PPI	Vif inh	TLR9-MyD88 inh	aDG glyco act	NOD2-RIPK2 inh	Molecule
-5	13	-2	97	0.5	-2	17	2	-0.1	-1	COc1ccc(N(CC(=O)NCc2ccco2)S(=O)(=O)c2ccc(C)cc2)cc1OC
1	76*	3	100	-4.2	8	-6	0	0.1	-7	O=C(/C=C/c1ccccc1)NCC(=O)N/N=C/c1ccco1
-9	-2	2	101	-3.7	4	2	2	0.2	-3	CCNC(=S)N=Nc1c(O)n(Cc2ccc(Cl)cc2)c2ccccc12
-17	-1	1	108	-0.9	5	·	-6	0.9	5	Cc1nn(-c2ccccc2)c(N)c1N=Nc1cccnc1
3	4	1	104	-0.2	3	-3	-3	0.0	-3	COc1cc2c(cc1OC)C(C(=O)Nc1cc(C)c(OC)c(C)c1)CC(=O)N2 (configuration not stated)
4	-3	1	90	0.0	1	28	10	-0.1	-11	COc1ccc(N2C(=O)CC(N3CCN(S(=O)(=O)c4cc(C)ccc4C)CC3)C2=O)cc1 (configuration not stated)
-3	-3	0	88	-2.6	2	·	1	-0.1	-5	O=C1OC(c2ccccc2)c2ccccc21 (configuration not stated)
10	-3	6	103	-1.3	-4	2	-7	-0.2	-4	COc1ccc(C)cc1NC(=O)CN(C)S(=O)(=O)c1ccc2c(c1)n(C)c(=O)c(=O)n2C
3	-9	0	103	-1.3	1	-8	·	-0.4	-13	CSCCNC(=O)C1(C)CCN1C(=O)c1sccc1C (configuration not stated)

(continued)
MC4R antag cAMP	Granule exo inh	N-glyco inh	ABCB6 inh MLPCN	MC4R barr agon	ABHD5 PLIN5 PPI	Vif inh	TLR9-MyD88 inh	aDG glyco act	NOD2-RIPK2 inh	Molecule
4	-1	3	96	-0.6	11	24	-2	-0.2	5	O=C(NCCc1ccco1)c1nn(Cc2ccccc2)c(=O)c2ccccc12
-6	8	2	107	0.0	4	4	0	-0.2	5	Oc1ccc(/C=N/n2cnn(Cc3ccccc3Cl)c2=S)c(O)c1
13	3	1	100	-0.6	1	0	8	0.0	-8	CC(NC(=O)c1cccc(F)c1)C1CC2CCC1C2 (configuration not stated)
7	100*	0	98	-2.2	1	3	4	0.1	2	CCOC(=O)C1=C(C)N(c2ccccc2)C(=O)C1
2	1	1	97	-1.8	-2	-4	-16	0.1	-12	CCCCN(C)CCOc1ccccc1OCC
-3	-6	3	91	1.7	-6	-6	-2	-0.1	-5	CN(C)CCCNS(=O)(=O)c1cc(Cl)c(Cl)cc1Cl
8	3	2	93	-2.2	-2	-37	-5	-0.1	15	Cc1cccc(NC(=O)CSc2cn[nH]n2)c1
12	-8	2	101	0.9	-3	18	2	0.0	-4	COC(=O)c1ccc(N(CC(=O)NCC2CCCO2)C(=O)CCC(=O)Nc2cc(C)on2)cc1 (configuration not stated)
-2	-4	0	100	-3.6	-5	-3	-3	0.2	1	OCCOCCOc1cccc2[nH]ccc12
4	4	0	106	0.3	0	2	4	-0.1	4	Cc1nc(NNC(=O)c2ccc(Cl)cc2Cl)cc(-c2ccccc2)n1
-7	4	0	98	-2.7	2	-1	2	-0.1	7	O=C(CNC(=O)c1ccccc1)N/N=C/C=C/c1ccccc1
0	11	0	95	-0.5	-3	8	-1	0.1	-10	COC(=O)Cc1c(O)ccn(CCc2ccc(S(N)(=O)=O)cc2)c1=O
13	18	1	103	-1.4	-3	·	0	1.9	3	CCc1ccc(OCC(=O)NNC(=O)c2ccc(-n3cncn3)c([N+](=O)[O-])c2)cc1
6	-9	-1	100	-1.8	-5	12	3	-0.2	8	Cc1ccc(NC(=O)c2ccc(CSc3ccccn3)cc2)c(O)c1
9	0	0	98	-0.4	-4	2	8	0.1	-8	COc1ccccc1C(C)N(C)Cc1nc(COc2ccccc2)no1 (configuration not stated)
17	29	1	96	-3.3	1	·	2	1.5	5	CCOc1ccc(OCCC(=O)OCC(=O)c2c(N)n(C)c(=O)n(C)c2=O)cc1
7	-1	1	101	-1.9	5	·	8	0.0	-7	CCC(C)NC(=O)C(NS(=O)(=O)c1ccc2c(c1)c(=O)n(C)c(=O)n2C)c1ccccc1 (configuration not stated)
-5	2	-1	102	5.2	4	-1	9	-0.1	-3	CCc1ccc(NC(=O)Cn2ncn3c(cc4ccccc43)c2=O)cc1
21	0	-2	98	-0.1	-6	·	-4	-0.1	-14	Cc1ccc([C@@H]2CC=C(C(=O)O)[C@H](c3ccc(F)cc3)N2S(=O)(=O)c2ccccc2C)cc1
7	2	1	98	-1.6	4	2	6	-0.2	-11	CN(Cc1ccco1)S(=O)(=O)c1ccc(CN2C(=O)c3cccnc3C2=O)s1
